# Integrin act MD: activates integrin-mediated alleviation for muscular dystrophy; alpha7betagal myoblasts, beta-gal FDG fluorescence, 48 h; Potency, µM (titrated, usually from 38.3 µM), without a hit: top-dose activation, usual class: activators; 350,000 compounds, 0.064% hits;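 note: potency is the fitted concentration of half-maximal effect; 100% = response of the positive control SU9516; nearly all actives have a fitted effect of over 60% in size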
#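 alpha7betagal+/- myoblasts (passage 13, 250/well) treated 48 h at 37C with compounds at 1:260 dilution of DMSO stock. Lysed, then beta-galactosidase activity read as FDG fluorescence (ex 480/em 540) after 30 min, with pre-read for autofluorescence.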
# Tb PFK inh: blocks T. brucei phosphofructokinase | O15648 | T. brucei PFK, ADP-Glo luminescence | Potency, µM (series often up to 57.5 µM), inactives show top-dose activity, negative = inhibition, most hits filed as inhibitors | 330,000 compounds, 0.17% hits;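 note: potency is the fitted concentration of half-maximal effect; 0% = uninhibited 1x PFK enzyme wells and -100% = no-enzyme wells; nearly all actives have a fitted effect of over 60% in size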
#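 1.25 nM PFK with 0.5 mM F6P and 0.1 mM ATP in 0.1 M TEA pH 8.0, 5 mM MgCl2, incubated 45 min at room temperature; ADP measured by ADP-Glo luminescence; compounds titrated up to 57 uM.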
# AT treatment: potential ataxia-telangiectasia treatments restoring KAP-1 phosphorylation | Potency, µM (highest dose often 57.5 µM), without a hit: at the top dose activation, most hits filed as activators | […] A-T fibroblasts, KAP-1 phosphorylation AlphaLISA; neocarzinostatin DNA damage 30 min before lysis | 320,000 compounds, 0.19% hits; note: potency is the fitted concentration of half-maximal effect; % of control where 0% means no effect; nearly all actives have a fitted effect of over 45% in size
#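 ATM-like activity read as KAP-1 phosphorylation via AlphaLISA donor/acceptor antibody pairs after lysis and 6 hr at 25C. Cells were ATM-null patient fibroblasts ([…], hTERT), dosed 60 min, then exposed to the DSB inducer NCS for 30 min.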
# ELG1 DNA repair: inhibitors of ELG1-dependent DNA repair in HEK293T cells | HEK293T ELG1-luciferase reporter, luminescence, 16 h; DNA damage induced by 5-fluorouridine | Potency, µM (top dose mostly 46.1 µM), inactives show at the top dose activity change, negative = inhibition, most hits filed as inhibitors | 330,000 compounds, 2.3% hits | AID 504467; note: potency is the fitted concentration of half-maximal effect; % is set by controls: 0 for no effect and ±100 for the full control effect; nearly all actives have a fitted effect of over 55% in size
#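 5-Fluorouridine DNA damage + compound/DMSO, 2,000 cells/well, 16 h, 37 °C/5% CO2. ONE-Glo, 30 min RT, luminescence. Readout = decrease in reporter signal.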
# ASM inhibitor: inhibitors of human secretory acid sphingomyelinase; Potency, µM (doses to about 57.5 µM), without a hit: at the top dose activity change, negative = inhibition, usual class: inhibitors; P17405; AID 504937; 340,000 compounds, 0.006% hits; placental ASM, HMU-PC fluorogenic substrate, 60 min; note: potency is the fitted concentration of half-maximal effect
# Target sequence (P17405 47-631 limits assumed): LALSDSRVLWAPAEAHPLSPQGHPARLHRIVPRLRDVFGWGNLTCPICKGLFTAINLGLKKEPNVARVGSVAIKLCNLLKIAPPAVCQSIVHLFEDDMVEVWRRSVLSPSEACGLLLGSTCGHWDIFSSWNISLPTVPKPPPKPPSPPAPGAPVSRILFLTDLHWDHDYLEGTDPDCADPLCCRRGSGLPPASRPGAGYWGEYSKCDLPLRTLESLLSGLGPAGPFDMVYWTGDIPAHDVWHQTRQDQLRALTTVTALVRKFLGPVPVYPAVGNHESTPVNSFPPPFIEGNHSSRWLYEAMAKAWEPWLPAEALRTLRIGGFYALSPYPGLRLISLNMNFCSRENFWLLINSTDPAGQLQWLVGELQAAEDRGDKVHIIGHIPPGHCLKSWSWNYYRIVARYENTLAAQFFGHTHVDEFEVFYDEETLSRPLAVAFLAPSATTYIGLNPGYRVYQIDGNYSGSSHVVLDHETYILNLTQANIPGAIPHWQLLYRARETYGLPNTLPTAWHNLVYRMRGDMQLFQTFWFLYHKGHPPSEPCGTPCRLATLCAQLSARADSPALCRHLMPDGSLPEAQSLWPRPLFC
#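 Fluorescence read-out (Ex 386 nm, Em 447 nm) after stopping the reaction at pH 10. Enzyme: ASM from human placenta; substrate HMU-PC0, 9 uM final; 60 min, 37 °C. Compound preincubation 10 min, ambient temperature.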
# Mito fusion act: mitochondrial division inhibition or fusion activation | S. cerevisiae fusion-defective mutant growth rescue, CellTiterGlo 48 h | Potency, µM (highest dose often 46.1 µM), without a hit: at the highest dose growth rescue (activation), usual class: activators | 320,000 compounds, 0.23% hits;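 note: potency is the fitted concentration of half-maximal effect; % of control where 0% means no effect; nearly all actives have a fitted effect of over 45% in size; temperature-sensitive fusion mutants such as fzo1-1 at 37 °C on non-fermentable ethanol glycerol medium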
#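 Read-out: ATP-based luminescence (CellTiterGlo, 10 min ambient) reporting growth of fusion-defective ts yeast after 48 hours at 37C on glycerol/ethanol YPEG medium in the presence of compound.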
# Eya2 inh: blocks the phosphatase activity of human Eya2; O00167; recombinant Eya2, OMFP fluorescence dephosphorylation (OMFP is methylfluorescein phosphate); Potency, µM (top dose mostly 76.9 µM), without a hit: top-dose activity, negative = inhibition, most hits filed as inhibitors; 330,000 compounds, 0.006% hits; note: potency is the fitted concentration of half-maximal effect; % is set by controls: 0 for no effect and ±100 for the full control effect
#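 Eya2 protein (added as 0.2 uM solution) was preincubated with compound for 10 min at ambient temperature in 50 mM HEPES pH 7.5, 50 mM NaCl, 5 uM MgCl2, 0.05% BSA, 1 mM DTT. OMFP (added at 50 uM) then reacted 10 min; fluorescence read at 485/525 nm.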
# TCR activator: activators of T cell receptors. primary human leukocytes, anti-CD3, IL-2 HTRF, 48 h. Potency, µM (top dose mostly 9.22 µM), for inactives: at the highest dose activation of IL-2 secretion, hits mostly activators. 330,000 tested, under 10 active; note: % of control where 0% means no effect
#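 Activity was scored as IL-2 release from primary human leukocytes given only a TCR signal (a-CD3 beads) plus compound for 48 hr. Detection used a two-antibody HTRF format read at 665nm.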
# Chronic BCR inh: inhibitors of chronic active B-cell receptor signaling; ABC-DLBCL IkBa-CBG/CBR reporter, luminescence ratio, 4 h; 340,000 compounds, 0.05% hits; Potency, µM (top dose mostly 46.1 µM), for inactives: top-dose ratio change, negative = lower green/red ratio, actives largely listed as inhibitors; active = well fitted inhibition curve with a large enough effect in the signal ratio, with a control signal flat, not every such curve was filed as active; inconclusive = small, poorly fitted or top-dose-only effect, or effect the other way, or a change in a side signal; the % refers to the signal ratio;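 note: potency is the fitted concentration of half-maximal effect; plate controls were basal doxycycline-induced cells for no effect and cells given 10 µM MG132 for full effect; MG132 reads +100%, hits lower the ratio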
#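 TMD8 ABC-DLBCL cells carrying doxycycline-inducible green luciferase fused to IkappaBalpha plus unfused red luciferase were exposed to compounds (up to 46 uM) for 4 hrs at 37C. Activity came from the overlap-corrected green/red luminescence ratio.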
# TSG101-PTAP inh: blocks PTAP/TSG101 interaction to inhibit HIV-1 budding; Fluorescence polarization, FITC-PTAP peptide / Tsg101 binding; Potency, µM (top dose mostly 115 µM), for the others: at the top dose activity change, negative = inhibition, usual class: inhibitors; 340,000 tested, under 10 active; active = well fitted inhibition curve with a large enough effect in the main read-out, with a control signal flat, not every such curve was filed as active; inconclusive = small, poorly fitted or top-dose-only effect, or effect the other way, or a change in a side signal; inactive = no such curve, though single readings can be large or run the other way; note: potency is the fitted concentration of half-maximal effect; % of control where 0% means no effect
# Target sequence (Q99816 whole entry, looked up): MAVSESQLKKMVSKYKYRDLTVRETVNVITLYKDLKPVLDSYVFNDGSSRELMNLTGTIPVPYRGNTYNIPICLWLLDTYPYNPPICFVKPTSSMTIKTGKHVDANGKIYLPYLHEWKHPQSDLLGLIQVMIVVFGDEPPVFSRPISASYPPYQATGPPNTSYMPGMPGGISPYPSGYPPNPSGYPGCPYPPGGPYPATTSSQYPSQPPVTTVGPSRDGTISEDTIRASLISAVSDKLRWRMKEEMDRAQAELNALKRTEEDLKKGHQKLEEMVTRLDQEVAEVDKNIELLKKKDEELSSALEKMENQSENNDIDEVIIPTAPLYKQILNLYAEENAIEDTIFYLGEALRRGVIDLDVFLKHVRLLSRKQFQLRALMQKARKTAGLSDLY
#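 Tsg101 binding domain (10 uM final) was mixed with compound and a FITC-labeled PTAP peptide (50 nM final) in HEPES pH 7.5 buffer with NaCl, Tween 20, EDTA and TCEP; fluorescence polarization was read after 20 min at r.t.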
# TSHR antag: antagonists of human thyroid stimulating hormone receptor; P16473; TSHR-expressing cells, TSH-stimulated cAMP HTRF, 2 h; hits give low values; activity change, negative = inhibition, % at 11.5 µM; 330,000 compounds, 0.2% hits; AID 504810;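 active = activity change below a set negative limit, meaning inhibition stronger than a set level, cut at about -70% in these data; inconclusive = activity change between two set negative limits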; note: % is set by controls: 0 for no effect and ±100 for the full control effect
#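 Antagonism was scored as loss of TSH-driven cAMP in TSHR cells, stimulated with 4nM TSH (EC80) for 2 hours at 37 deg C and detected by homogeneous HTRF competition immunoassay.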
# An asterisk follows results filed as active; ? = inconclusive; · = not tested or not shown; [ ] = remark or other dose. Unless noted, calls come from the whole dose curve; as a rule, active = well fitted curve in the direction sought with a large enough effect; inconclusive = small, poorly fitted or top-dose-only effect, or another doubt; inactive = no such curve, though single readings can be large; an effect the other way counts as inactive or inconclusive.
SMILES,Integrin act MD,Tb PFK inh,AT treatment,ELG1 DNA repair,ASM inhibitor,Mito fusion act,Eya2 inh,TCR activator,Chronic BCR inh,TSG101-PTAP inh,TSHR antag
CCC(C)C(NC(=O)C1CCC(=O)N1C(=O)OCc1ccccc1)C(=O)NC(C(=O)N1CCCC1C(N)=O)C(C)CC (stereo not drawn),10%,0%,-3%,14%,-18%,2%,1%,6%,1%,-6%,1
Cc1ccc(NC(=O)C2CC(=O)Nc3nncn32)cc1 (stereo not drawn),8%,-1%,-4%,6%,9%,2%,?,0%,0%,-2%,-3
NC(=O)Nc1ccc(C(=O)OCC(=O)N(Cc2ccccc2)C2CCS(=O)(=O)C2)cc1 (stereo not drawn),13%,10%,-3%,15%,0%,-12%,-6%,-3%,3%,-1%,9
COc1ccccc1NC(=O)CSc1nnc(C2CCCCC2)o1,13%,-1%,14%,12%,0%,10%,-10%,·,0%,2%,-4
CN(C)CCCCCN(C)Cc1cc2ccccc2o1,-58%[inhibitor],3%,-1%,18%,6%,-3%,-8%,-6%,-21%,-1%,9
N/C(=N\OC(=O)CC1CCCCC1)c1cccc(Br)c1,31%,-3%,5%,?,0%,16%,-1%,0%,?,-7%,8
O=C(NCC1CCCN(C(=O)c2cccc(C(F)(F)F)c2)C1)c1ccc(F)cc1 (stereo not drawn),0%,-3%,2%,-7%,1%,-9%,3%,-39%,3%,-2%,-132*
O=C(Nc1nc2ccccc2[nH]1)c1cccc(Br)c1,0%,2%,6%,?,1%,12%,-20%,10%,?,-6%,-11
COCC(C)n1c(C)cc(C(=O)COC(=O)/C=C/c2cccc(F)c2)c1C (stereo not drawn),3%,0%,-1%,0%,0%,-6%,10%,0%,-1%,0%,-19
Cc1cc(S(=O)(=O)N2CCN(Cc3ccccc3)CC2)c(C)s1,-9%,-1%,10%,-15%,2%,3%,11%,-3%,3%,0%,-4
CN1CCN(c2ccc(Cl)cc2NC(=O)c2nn(-c3ccccc3)c(=O)c3ccccc23)CC1,-20%,0%,-7%,10%,-4%,-4%,15%,0%,1%,-2%,-4
CC(C)=NOCC(=O)Nn1c(COc2ccccc2)nc2ccccc2c1=O,15%,3%,17%,12%,2%,2%,-8%,-5%,?,-3%,15
COc1cc(/C=N\NC(=O)c2cccnc2)ccc1OC(=O)c1ccccc1Cl,-57%[inhibitor],-2%,-1%,-4%,-9%,5%,-1%,1%,1%,·,-19
c1cncc(-c2nc(NCC3COc4ccccc4O3)c3ccccc3n2)c1 (stereo not drawn),-19%,-3%,·,15µM*,-13%,9%,-8%,6%,-14%,-8%,26
Cn1c(C(=O)NCCN2CCCCCC2)cc2c(=O)n(C)c3ccccc3c21,9%,-5%,8%,14%,1%,0%,7%,-2%,?,1%,18
CN1CCN(C(=S)NC(=O)c2ccccc2Cl)CC1,-13%,1%,15%,-9%,0%,-6%,-12%,3%,-2%,-5%,58
CCCCn1c(SCc2cccc([N+](=O)[O-])c2)nc2ccsc2c1=O,-9%,2%,1%,?,-9%,26%,-5%,-2%[46.1 µM],0%,1%,-5
O=C(c1ccc(-n2c(SCc3cc(F)ccc3F)nc3ccccc3c2=O)cc1)N1CCOCC1,35%,0%,-4%,?,-7%,2%,6%,-2%[46.1 µM],?,-10%,3
CC1(C)Cc2c(sc(NC(=O)C(C)(C)C)c2C#N)C(C)(C)N1,4%,0%,-2%,20%,0%,4%,4%,1%[46.1 µM],0%,-2%,-3
O=C(CCc1nc2ccccc2c(=O)[nH]1)NNC(=O)COc1cccc(F)c1,?,-9%,5%,-1%,5%,0%,14%,-6%,?,-5%,-3
Cc1cc(NC(=O)CSc2nnc(-c3cccs3)n2N)no1,-24%,1%,10%,3%,2%,2%,-23%,-2%,?,-3%,25
O=C(Oc1c(-c2ccccc2)c(=O)n2c3c(cccc13)CC2)c1ccco1,-6%,0%,-4%,?,-1%,2%,3%,-9%,-13%,1%,-3
N#CCN(C(=O)COC(=O)C1CC2CCCC(C1)C2=O)c1ccccc1 (stereo not drawn),30%,2%,14%,4%,0%,11%,21%,3%,4%,-1%,16
CC1(C)[N+]([O-])=C2C(=[N+]([O-])C1(C)C)c1ccccc1/C2=N\O,3%,-1%,4%,-3%,0%,4%,-6%,-1%,-1%,-1%,-3
O=C(CCC(=O)N1CCOc2ccccc21)N1CCCCC1,17%,2%,-13%,9%,-2%,5%,0%,2%,-7%,0%,18

# Eight compounds out of the list, ordered by formula weight, smallest number first.
SMILES,Integrin act MD,Tb PFK inh,AT treatment,ELG1 DNA repair,ASM inhibitor,Mito fusion act,Eya2 inh,TCR activator,Chronic BCR inh,TSG101-PTAP inh,TSHR antag
Cc1ccc(NC(=O)C2CC(=O)Nc3nncn32)cc1 (stereo not drawn),8%,-1%,-4%,6%,9%,2%,?,0%,0%,-2%,-3
CN1CCN(C(=S)NC(=O)c2ccccc2Cl)CC1,-13%,1%,15%,-9%,0%,-6%,-12%,3%,-2%,-5%,58
O=C(Oc1c(-c2ccccc2)c(=O)n2c3c(cccc13)CC2)c1ccco1,-6%,0%,-4%,?,-1%,2%,3%,-9%,-13%,1%,-3
c1cncc(-c2nc(NCC3COc4ccccc4O3)c3ccccc3n2)c1 (stereo not drawn),-19%,-3%,·,15µM*,-13%,9%,-8%,6%,-14%,-8%,26
CC(C)=NOCC(=O)Nn1c(COc2ccccc2)nc2ccccc2c1=O,15%,3%,17%,12%,2%,2%,-8%,-5%,?,-3%,15
NC(=O)Nc1ccc(C(=O)OCC(=O)N(Cc2ccccc2)C2CCS(=O)(=O)C2)cc1 (stereo not drawn),13%,10%,-3%,15%,0%,-12%,-6%,-3%,3%,-1%,9
O=C(c1ccc(-n2c(SCc3cc(F)ccc3F)nc3ccccc3c2=O)cc1)N1CCOCC1,35%,0%,-4%,?,-7%,2%,6%,-2%[46.1 µM],?,-10%,3
CCC(C)C(NC(=O)C1CCC(=O)N1C(=O)OCc1ccccc1)C(=O)NC(C(=O)N1CCCC1C(N)=O)C(C)CC (stereo not drawn),10%,0%,-3%,14%,-18%,2%,1%,6%,1%,-6%,1

# Further entries follow.
SMILES,Integrin act MD,Tb PFK inh,AT treatment,ELG1 DNA repair,ASM inhibitor,Mito fusion act,Eya2 inh,TCR activator,Chronic BCR inh,TSG101-PTAP inh,TSHR antag
O=C(NC1CC1)C1CCN(C2CCN(C(=O)/C=C/c3cccs3)CC2)CC1,0%,0%,4%,4%,6%,-1%,-23%,-1%,?,-5%,1
Cc1ccc(N2CN(Cc3cccnc3)CNC2=S)cc1,14%,-6%,1%,9%,-1%,-2%,8%,1%[46.1 µM],5%,-3%,7
CN(c1ccc(OCC(=O)NCc2cccnc2)cc1)S(=O)(=O)c1ccc(Cl)cc1,-25%,7%,-3%,-8%,-3%,-2%,7%,4%,6%,1%,2
CCOC(=O)C(NC(=O)CC)(Nc1sc2c(c1C(=O)OC)CCN(C)C2)C(F)(F)F (stereo not drawn),-4%,1%,2%,-2%,12%,-4%,0%,0%,-7%,-2%,-2
CSc1ccccc1NC(=O)CN(C)CC(=O)NCc1ccccc1,-7%,1%,7%,2%,2%,-3%,-7%,·,-1%,-1%,31
COC(=O)c1c(NC(=O)c2ccco2)sc2c1CCN(C(C)=O)C2,7%,0%,-6%,?,2%,4%,-19%,1%,8%,-4%,9
O=C(CSc1ccccc1)NN1C(=O)c2ccccc2C1=O,7%,1%,-1%,8%,4%,-1%,0%,1%,7%,0%,-2
O=C(c1ccc(F)cc1)N1CCN(C2CCC(c3ccccc3)CC2)CC1 (stereo not drawn),28%,2%,3%,?,4%,8%,-7%,2%,1%,-4%,2

# Compound activity: PubChem BioAssay, National Center for Advancing Translational Sciences (NCATS)
